# Gli-Sufu block = Gli-Sufu pathway antagonism. Sufu-KO-LIGHT fibroblasts, Gli luciferase reporter luminescence. inhibition, % at 5 µM. AID 588413. 0.74% of 340,000 active;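 active = inhibition above about 55%, limit read from the data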;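 also: 0% = DMSO-treated cells and 100% = wells with medium but no cells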
# UBC13 polyUb = inhibitors of human UBC13 polyubiquitin chain formation. TR-FRET. inhibition, % at 20 µM. 0.47% of 330,000 active. P61088. AID 485273; in the data active = inhibition above about 45%, passing the limit was not always enough
# Target sequence (P61088 whole entry, looked up): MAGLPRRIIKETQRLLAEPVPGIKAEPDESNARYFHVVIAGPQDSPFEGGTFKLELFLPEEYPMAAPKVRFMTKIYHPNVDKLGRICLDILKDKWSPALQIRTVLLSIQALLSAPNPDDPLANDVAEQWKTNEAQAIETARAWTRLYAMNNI
# Jurkat NFkB inh = inhibitors of the PMA/ionomycin-induced NF-kB reporter in Jurkat cells; PMA/ionomycin-induced NF-kB luciferase reporter, luminescence; inhibition, % at 4 µM; 0.53% of 330,000 active; AID 435003
# SENP7 inh = inhibitors of human SENP7 protease; Q9BQF6; inhibition, % at 5 µM; 1.5% of 330,000 active; AID 434973; recombinant SENP7, Z-RLRGG-aminoluciferin luminescence, 40 min;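 active = inhibition above about 50% at the single test dose, limit read from the data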;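 also: plate controls were DMSO with enzyme for no effect and no enzyme buffer wells for full effect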
# Target sequence (Q9BQF6 706-1050 limits assumed): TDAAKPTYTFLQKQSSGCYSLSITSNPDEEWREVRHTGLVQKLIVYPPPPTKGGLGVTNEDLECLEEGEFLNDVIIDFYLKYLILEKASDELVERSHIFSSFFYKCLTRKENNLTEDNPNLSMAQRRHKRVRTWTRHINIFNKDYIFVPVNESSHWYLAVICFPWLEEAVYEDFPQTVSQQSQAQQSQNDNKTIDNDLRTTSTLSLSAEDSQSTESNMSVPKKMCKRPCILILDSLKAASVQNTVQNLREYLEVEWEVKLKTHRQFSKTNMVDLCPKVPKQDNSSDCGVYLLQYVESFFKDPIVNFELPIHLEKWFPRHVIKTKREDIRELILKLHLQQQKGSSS
# HKDC1 inhibitor = blocks human hexokinase HKDC1 activity. Q2TB90. recombinant HKDC1, G6PDH/diaphorase resazurin coupled fluorescence. inhibition, % at 20 µM. 0.16% of 340,000 active. AID 493160;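 active = inhibition above about 35% when tested at 20 µM, limit read from the data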;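 also: plate controls were DMSO wells with enzyme for no effect and DMSO wells lacking enzyme for full effect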
#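 Test system: Recombinant HKDC1 (HK5) hexokinase enzyme, produced in-house | Input: HKDC1 at 5 µg/mL | Buffer or medium: Tris pH 8.0 buffer with MgCl2, Tween-20, BSA, BME | Schedule: 90 min reaction incubation at room temperature, dark | Technique: Resazurin-to-resorufin fluorescence via G6PDH and diaphorase coupling, 525/613 nm | Controls: DMSO wells with and without enzyme mix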
# Apaf-1 inh = blocks human Apaf-1 apoptosome activity | O14727 | reconstituted apoptosome caspase-3 activity, DEVD-Rh110 fluorescence | 0.71% of 330,000 active | inhibition, % at 20 µM | AID 489030; active = inhibition of at least 40% at 20 µM;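 also: plate controls were DMSO wells for no effect and DEVD-CHO caspase inhibitor wells for full effect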
#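 Material: biochemical Apaf-1 apoptosome reconstitution. Medium: Hepes buffer, pH 7.5. Also added: cytochrome c activation, bis-DEVD rhodamine 110 substrate. Timing: 30 min compound preincubation, 50 min activation, room temperature. Measured by: rhodamine 110 fluorescence at Ex 480/Em 540 nm.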
# 697 NFkB inh = inhibitors of the PMA/ionomycin-induced NF-kB reporter in 697 B cells | 697 B-cell NF-kB luciferase reporter, 16 h | inhibition, % at 4 µM | 0.33% of 330,000 active | AID 435022; in the data active = inhibition above about 35%
# SENP8 block = SENP8 protease inhibition. 1.2% of 330,000 active. Q96LD8. AID 2540. purified SENP8, Z-RLRGG-aminoluciferin cleavage, luminescence. inhibition, % at 10 µM
# Target sequence (Q96LD8 whole entry, looked up): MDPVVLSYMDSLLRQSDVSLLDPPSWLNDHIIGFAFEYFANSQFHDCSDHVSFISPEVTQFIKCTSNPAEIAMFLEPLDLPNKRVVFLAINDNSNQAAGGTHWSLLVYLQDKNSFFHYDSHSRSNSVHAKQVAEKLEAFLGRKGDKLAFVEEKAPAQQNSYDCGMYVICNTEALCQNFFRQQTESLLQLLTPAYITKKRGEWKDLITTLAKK
# Active calls of the source: *; x = not tested or not shown. Rule as the data show it, unless noted: active = inhibition above about 50%; inactive = the rest. Rows are unselected. About 3.6% of those tested had a hit in this group.
# Screens by letter – A = Gli-Sufu block; B = UBC13 polyUb; C = Jurkat NFkB inh; D = SENP7 inh; E = HKDC1 inhibitor; F = Apaf-1 inh; G = 697 NFkB inh; H = SENP8 block
NC(=O)COC(=O)c1ccc(Cl)c(S(=O)(=O)N2CCCCCC2)c1
  A = 6 | B = 1 | C = -4 | D = 8 | E = -3 | F = -7 | G = 9 | H = 2

Cc1nc(-c2ccc(Cl)cc2)sc1C1(C)CC(c2cccc(Cl)c2)=NO1 (configuration not stated)
  A = -10 | B = 2 | C = -1 | D = 0 | E = -1 | F = 1 | G = -2 | H = -4

Cn1cc(S(=O)(=O)N2CCc3ccccc32)cc1C(=O)NC1CCCCC1
  A = 17 | B = 3 | C = -2 | D = 4 | E = -3 | F = 8 | G = -23 | H = -2

CCCCNC(=S)N(C)/N=C/c1sc(N2CCCCC2)nc1-c1cccs1
  A = x | B = 1 | C = -5 | D = 3 | E = x | F = 0 | G = 1 | H = 3

N=C1C(c2nc3ccccc3[nH]2)=C(O)CN1C1CCCCC1
  A = -36 | B = -2 | C = -45 | D = 5 | E = -5 | F = -15 | G = -79 | H = -5

Cc1cc(C)c(N=Cc2c(O)c3ccccc3oc2=O)c(C)c1
  A = -24 | B = -4 | C = 10 | D = 7 | E = -6 | F = 5 | G = -77 | H = -16

O=C(NCCNC(=O)c1cc(OCC(F)(F)F)ccc1OCC(F)(F)F)Nc1cccc(C(F)(F)F)c1
  A = 2 | B = -1 | C = 2 | D = 0 | E = 1 | F = 14 | G = 2 | H = 2

CN(Cc1ccccc1)C(=O)Cn1c(=O)c2cccn2c2cccnc21
  A = 2 | B = 10 | C = 6 | D = 3 | E = -3 | F = 2 | G = 14 | H = 4

CCOc1cccc(C(=O)Nc2nc(-c3ccc(S(=O)(=O)N4CCOCC4)cc3)cs2)c1
  A = 36 | B = 1 | C = 3 | D = 5 | E = -3 | F = 4 | G = 18 | H = 3

CCCOc1ccc(-c2csc(NC(=O)CN3C(=O)CCC3=O)n2)cc1
  A = -5 | B = -7 | C = -22 | D = -5 | E = -8 | F = -11 | G = 14 | H = -6

# Single records, from the list above. Values in the order: Gli-Sufu block | UBC13 polyUb | Jurkat NFkB inh | SENP7 inh | HKDC1 inhibitor | Apaf-1 inh | 697 NFkB inh | SENP8 block
# NC(=O)COC(=O)c1ccc(Cl)c(S(=O)(=O)N2CCCCCC2)c1 reads 6 | 1 | -4 | 8 | -3 | -7 | 9 | 2
# O=C(NCCNC(=O)c1cc(OCC(F)(F)F)ccc1OCC(F)(F)F)Nc1cccc(C(F)(F)F)c1 reads 2 | -1 | 2 | 0 | 1 | 14 | 2 | 2
# CCOc1cccc(C(=O)Nc2nc(-c3ccc(S(=O)(=O)N4CCOCC4)cc3)cs2)c1 reads 36 | 1 | 3 | 5 | -3 | 4 | 18 | 3
# N=C1C(c2nc3ccccc3[nH]2)=C(O)CN1C1CCCCC1 reads -36 | -2 | -45 | 5 | -5 | -15 | -79 | -5

# Later entries.
# Screens by letter – A = Gli-Sufu block; B = UBC13 polyUb; C = Jurkat NFkB inh; D = SENP7 inh; E = HKDC1 inhibitor; F = Apaf-1 inh; G = 697 NFkB inh; H = SENP8 block
CCN(CC)CP(=O)(c1ccccc1)c1ccccc1
  A = 5 | B = 2 | C = 4 | D = 15 | E = -3 | F = -2 | G = 2 | H = -1

O=C(Nc1nnc(S(=O)(=O)N2CCCCCC2)s1)c1ccccc1Cl
  A = 6 | B = -8 | C = -4 | D = 9 | E = 1 | F = 14 | G = 7 | H = -4

O=C(CP(=O)(c1ccccc1)c1ccccc1)Nc1nc2ccc(Cl)cc2s1
  A = -2 | B = 3 | C = 14 | D = -6 | E = 5 | F = 18 | G = 6 | H = -2

Cc1cccc(C)c1NC(=O)C(c1cccc([N+](=O)[O-])c1)N(C)C(=O)c1ccccn1 (configuration not stated)
  A = 6 | B = -2 | C = -10 | D = 0 | E = -8 | F = -3 | G = -3 | H = 2

CC(=O)Oc1c(Cl)cc(Cl)cc1/C=C/c1ccc2ccccc2n1
  A = 1 | B = -14 | C = -3 | D = -5 | E = 8 | F = 17 | G = -18 | H = -12

Cc1ccc(C(=O)N/N=C2\CCSC2)cc1[N+](=O)[O-]
  A = -2 | B = -5 | C = -11 | D = 2 | E = -8 | F = 3 | G = 16 | H = -4

O=c1c2ccccc2ncn1-c1cccc(Br)c1
  A = -15 | B = -1 | C = -6 | D = 0 | E = 1 | F = -9 | G = -2 | H = 4

COc1ccccc1-c1cc(C(=O)NN)[nH]n1
  A = 0 | B = 6 | C = 10 | D = -3 | E = 0 | F = -26 | G = 3 | H = -5

Cc1cccc(Nc2nc(N3CCOCC3)nc(N3CCOCC3)n2)c1
  A = 22 | B = 5 | C = -25 | D = -1 | E = 5 | F = -3 | G = 31 | H = 7

COC(=O)c1oc2ccc(OC)cc2c1N
  A = -21 | B = 2 | C = -7 | D = -4 | E = -6 | F = -2 | G = 15 | H = -3

# Some values from the list:
# 697 NFkB inh, `COC(=O)c1oc2ccc(OC)cc2c1N` : 15
# Apaf-1 inh, `Cc1ccc(C(=O)N/N=C2\CCSC2)cc1[N+](=O)[O-]` : 3

# Later entries.
# Screens by letter – A = Gli-Sufu block; B = UBC13 polyUb; C = Jurkat NFkB inh; D = SENP7 inh; E = HKDC1 inhibitor; F = Apaf-1 inh; G = 697 NFkB inh; H = SENP8 block
Fc1ccc(CNC(=S)NC2CCCCCC2)cc1
  A = 7 | B = 0 | C = -1 | D = -3 | E = -1 | F = -8 | G = 1 | H = 1

COc1ccc(-c2cc(C(=O)N3CCN(C(c4ccccc4)c4ccccc4)CC3)no2)cc1
  A = 10 | B = 4 | C = -9 | D = -1 | E = 18 | F = -2 | G = -11 | H = 4

CC1CCC(NC(=O)CN2CCC(n3nnc4cc(F)ccc43)CC2)CC1 (configuration not stated)
  A = 12 | B = -7 | C = 7 | D = -5 | E = -2 | F = 14 | G = 26 | H = -9

COc1cc(OC)cc(C(=O)c2c(C)c(C#N)c3ccccn23)c1
  A = 14 | B = 6 | C = 34 | D = -5 | E = 1 | F = 18 | G = -36 | H = -1

COc1ccccc1C(=O)N/C(=C\c1cn(C)c2ccccc12)C(=O)NCCCn1ccnc1
  A = -6 | B = -12 | C = 11 | D = -5 | E = -2 | F = -4 | G = 1 | H = 5

COc1ccccc1NC(=O)Nc1nnc(C(C)c2ccccc2)s1 (configuration not stated)
  A = -9 | B = 5 | C = 10 | D = -5 | E = -1 | F = 21 | G = 4 | H = -10

CC1(C)CC(=O)C2=C(C1)Nc1ccccc1NC2c1cc(Cl)ccc1O (configuration not stated)
  A = -9 | B = 2 | C = 2 | D = 1 | E = -7 | F = 7 | G = 7 | H = 0

CC(=O)c1cccc(S(=O)(=O)NCCC(=O)O)c1
  A = -2 | B = -12 | C = -10 | D = -15 | E = -5 | F = 6 | G = 14 | H = -10

COc1ccc(COc2cc(-c3cccc(OC)c3)nc3ccc(NC(=O)c4ccc(Cl)cc4)cc23)cc1
  A = 3 | B = -22 | C = 6 | D = -2 | E = 0 | F = 5 | G = 6 | H = -3

O=C(NCc1ccccc1)c1ccc(Br)cc1
  A = -23 | B = 5 | C = 9 | D = 7 | E = -6 | F = 5 | G = 9 | H = -10

# Bioassay records: PubChem, Sanford-Burnham Center for Chemical Genomics
